Screens: PubChem BioAssay, several laboratories
MBD2 DNA inh – inhibitors of MBD2 binding to methylated DNA, primary screen, biochemical, TR-FRET, DNA-binding domain, human. Methyl-CpG-binding domain protein 2 (Homo sapiens), Q9UBB5. hit rate 0.31% among 370,000. inhibition, % at 4.4 µM. MBD2 binding to methylated oligonucleotide; in the data active = inhibition above about 13%
Target sequence (Q9UBB5 whole entry, looked up, the tested form may be a part): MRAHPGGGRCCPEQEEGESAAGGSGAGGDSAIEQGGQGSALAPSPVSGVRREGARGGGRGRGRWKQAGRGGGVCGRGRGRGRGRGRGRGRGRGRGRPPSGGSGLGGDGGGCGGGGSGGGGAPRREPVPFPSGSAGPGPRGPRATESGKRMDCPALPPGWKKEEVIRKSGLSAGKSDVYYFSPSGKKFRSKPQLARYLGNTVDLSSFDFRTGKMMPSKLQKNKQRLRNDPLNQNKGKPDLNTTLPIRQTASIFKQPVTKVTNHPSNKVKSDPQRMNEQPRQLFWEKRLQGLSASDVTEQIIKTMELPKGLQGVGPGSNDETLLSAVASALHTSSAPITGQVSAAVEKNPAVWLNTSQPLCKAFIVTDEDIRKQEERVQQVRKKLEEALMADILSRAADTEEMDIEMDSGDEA
PLC-beta3 inh – human PLC-beta3 inhibitors, primary screen, biochemical, fluorescence | 1-phosphatidylinositol 4,5-bisphosphate phosphodiesterase beta-3 (Homo sapiens), Q01970 | inhibition, % at 12.2 µM | hit rate 0.18% among 370,000 | Purified PLC-beta3, fluorogenic substrate | AID 720704, 2013; in the data active = inhibition above about 11%;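 also: 0% = median of compound wells on plate and 100% = full blocker control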
DAX1 inh-1 – DAX1 (NR0B1) inhibitors, primary screen, cell-based, HEK293, Gal4-DAX1, luciferase luminescence. Nuclear receptor subfamily 0 group B member 1 (Homo sapiens), P51843. HEK293 Gal4-DAX1 luciferase reporter. inhibition, % at 6.75 µM. hit rate 0.99% among 340,000. AID 504766, 2011;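 active = inhibition above the mean over all tested compounds plus 3 SD, cut at about 4.2% in these data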;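 also: 0% = DAX1-transfected cells with DMSO and 100% = empty-vector control cells with DMSO; inhibition shows as a rise in luminescence from relieved DAX1 repression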
DAX1 inh-2 – DAX1 (NR0B1) inhibitors on StAR promoter, primary screen, cell-based, luminescence, SF-1 (NR5A1), full-length DAX-1. HEK293T StAR-luciferase reporter, SF-1/DAX-1 repression relief. inhibition, % at 6.8 µM. hit rate 1.1% among 370,000. AID 652010, 2013;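 active = inhibition above the mean over all tested compounds plus 3 SD, cut at about 3.6% in these data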;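 also: 0% = DAX-1 cells with DMSO and 100% = cells lacking DAX-1 with DMSO; higher inhibition means more luminescence from relief of DAX-1 repression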
PLC-gamma1 inh – PLC-gamma1 enzyme inhibitors, primary screen, biochemical, fluorescence, purified enzyme | inhibition, % at 12.2 µM | 1-phosphatidylinositol 4,5-bisphosphate phosphodiesterase gamma-1 (Homo sapiens), P19174 | fluorogenic substrate | AID 720700, 2013 | hit rate 0.84% among 370,000; in the data active = inhibition above about 9.5%
ssDAF12 agonist – S. stercoralis DAF-12 nuclear receptor activators, primary screen, cell-based, luminescence, HEK293, GRIP1 co-expression, lit1-tk-luc | activation, % at 6.8 µM | HEK293 ssDAF-12/GRIP1 lit1-tk-luc reporter; % of 3 µM dafachronic acid response | hit rate 1% among 370,000;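 active = activation above the mean over all tested compounds plus 3 SD, cut at about 0.9% in these data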;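 also: 0% = DMSO-only wells and 100% = 3 µM delta7-dafachronic acid wells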
SMARCA2 act – SMARCA2 (BRM) function activators, primary screen, cell-based, luminescence, high throughput; MG213 cells, MMTV-luciferase reporter, dexamethasone, overnight; activation, % at 9.1 µM; hit rate 1% among 370,000; in the data active = activation above about 7.8%;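 also: 0% = vehicle wells and 100% = reference activator wells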
ADAM17 inh – ADAM17 inhibitors, primary screen, biochemical, QFRET | hit rate 0.83% among 370,000 | recombinant ADAM17, EDANS/DABCYL FRET peptide cleavage | Disintegrin and metalloproteinase domain-containing protein 17 (Homo sapiens), P78536 | inhibition, % at 6.95 µM;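 active = inhibition above the mean of compounds lying between control limits plus 3 SD, set per campaign, cut at about 8.5% in these data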;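 also: 0% = DMSO-only wells as the low control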
hcDAF-12 act – H. contortus DAF-12 nuclear receptor activators, primary screen, cell-based, luminescence, HEK293, lit1-tk-luc reporter; HEK293 hcDAF-12 lit1-tk-luc reporter; 0% DMSO, 100% Δ7-dafachronic acid; activation, % at 6.8 µM; hit rate 1.4% among 370,000;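 active = activation above the mean of all tested compounds plus 3 SD, cut at about 5.5% in these data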;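 also: 100% = response to 3 µM Δ7-dafachronic acid high control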
Rev-erbA mod – modulators of Rev-erb alpha DNA binding, primary screen, biochemical, FITC-DNA, fluorescence polarization, uHTS | Rev-erbα–FITC-DNA binding, 90 min | hit rate 0.79% among 370,000 | Nuclear receptor subfamily 1 group D member 1 (Homo sapiens), P20393 | activity, % at 10 µM | AID 1259318, 2017;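 active = activity above about 14%, limit read from the data; passing the limit was not always enough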;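 also: 0% = DMSO wells with 35 nM protein and 100% = DMSO wells with 750 nM protein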
Target sequence (P20393 whole entry, looked up): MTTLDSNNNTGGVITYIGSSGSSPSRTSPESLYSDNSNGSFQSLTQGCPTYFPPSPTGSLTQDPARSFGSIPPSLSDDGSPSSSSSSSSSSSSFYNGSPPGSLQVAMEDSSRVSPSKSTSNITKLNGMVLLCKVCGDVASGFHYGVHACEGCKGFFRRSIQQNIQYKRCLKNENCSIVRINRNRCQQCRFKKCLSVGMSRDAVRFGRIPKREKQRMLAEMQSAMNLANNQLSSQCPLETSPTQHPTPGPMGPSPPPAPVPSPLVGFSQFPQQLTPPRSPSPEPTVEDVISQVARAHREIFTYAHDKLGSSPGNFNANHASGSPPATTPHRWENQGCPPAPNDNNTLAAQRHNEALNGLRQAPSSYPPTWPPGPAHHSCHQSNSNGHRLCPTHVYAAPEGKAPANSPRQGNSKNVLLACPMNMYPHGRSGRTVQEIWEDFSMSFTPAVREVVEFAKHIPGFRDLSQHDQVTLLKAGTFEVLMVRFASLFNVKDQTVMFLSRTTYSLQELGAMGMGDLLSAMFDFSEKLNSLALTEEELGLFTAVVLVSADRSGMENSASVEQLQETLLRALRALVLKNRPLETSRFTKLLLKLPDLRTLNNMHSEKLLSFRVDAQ
hgDAF12 agonist – H. glycines DAF-12 receptor agonists, primary screen, cell-based, luminescence, HEK293, GAL4 fusion, UAS-luciferase | hit rate 1.8% among 370,000 | HEK293 GAL4-hgDAF12 UAS-luciferase reporter, agonist luminescence; normalized to butyrate control | activation, % at 6.8 µM | Nuclear hormone receptor DAF-12 (Heterodera glycines), GAL4 fusion;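 active = activation above a cutoff set at the mean of all screened compounds plus 3 SD, cut at about 10% in these data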;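 also: 0% = DMSO wells and 100% = sodium butyrate wells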
An asterisk follows results filed as active; . = no result given; & = joins results of further samples. Compounds were not picked by outcome. Share with any hit: about 7.4%.

SMILES | MBD2 DNA inh | PLC-beta3 inh | DAX1 inh-1 | DAX1 inh-2 | PLC-gamma1 inh | ssDAF12 agonist | SMARCA2 act | ADAM17 inh | hcDAF-12 act | Rev-erbA mod | hgDAF12 agonist
NC(=O)c1ccc(NC(=O)C2CC(=O)N(c3ccc4c(c3)OCCO4)C2)cc1 (stereo not drawn) | 0 | 1 | 0.1 | 0.4 | 0 | -0.7 | -2 | -1 | -1.4 | 3 | 3.3
COc1ccc(NC(=O)N2CCOCC2)cc1OC | -3 | 4 | 0.7 | -0.7 | 3 | -1.2 | -1 | 1 | -0.9 | -2 | -2.6
CCn1c2ccccc2c2cnc(N=CN(C)C)c(C#N)c21 | -1 | -199 | -0.3 | -1.5 | -171 | -2.1 | 1 | -100 | -4.3 | -1 | 4.8
C=Cc1ccc2c(c1)OCCOCCOCCOCCOCCO2 | 2 | -5 | 0.9 | -0.2 | 0 | -0.2 | 0 | -1 | 2.5 | -1 | -2.1
CCOc1cc(C(=O)NC(C)CCc2ccccc2)cc(OCC)c1OCC (stereo not drawn) | 2 | 4 | -1.2 | 0.1 | 1 | -1.6 | 2 | 2 | -0.2 | -3 | -0.1
O=C(NCCS(=O)(=O)N1CCN(c2ccccc2)CC1)C1CC(=O)N(c2ccc(F)cc2)C1 (stereo not drawn) | 4 | 0 | -0.1 | -1.2 | -1 | -1.5 | -1 | -4 | -2.3 | -2 | -0.7
CCCCn1c(CN2CCN(c3cccc(Cl)c3)CC2)nc2c1c(=O)n(C)c(=O)n2C | 0 | -1 | 0.3 | -0.7 | 2 | -1.0 | -3 | 4 | 0.4 | 0 | -0.4
O=C(CNC(=O)c1ccccc1Cl)OC1CCOC1=O (stereo not drawn) | 5 | -5 | 1.1 | -0.5 | 3 | -1.1 | -2 | -5 | -1.1 | 2 | 0.1
O=c1cc(N2CCOCC2)[nH]c(=O)n1-c1ccc(Cl)cc1 | 5 | 2 | 0.0 | 0.3 | -1 | -1.1 | 0 | -3 | -0.9 | -4 | 0.7
O=C(Nc1ccc(F)cc1)c1ccc2snnc2c1 | 3 | -4 | -0.6 | -0.3 | -1 | -0.1 | 2 | -4 | 3.5 | 6 | 3.3
CC(=O)Nc1ccc(NC(=O)CS(=O)(=O)c2cn(CC(=O)N3CCCCC3)c3ccccc23)cc1 | -6 | -2 | 0.3 | 0.0 | -3 | 0.0 | 1 | 0 | -1.9 | 1 | 0.7
COc1ccc(C(C)(C)C)cc1NC(=O)c1[nH]c(C)c(C(C)=O)c1C | -1 | -9 | 0.8 | -0.6 | -5 | -1.2 | 0 | 5 | -2.7 | 2 | -0.5
OC(c1ccccc1)(c1ccccc1)C1CCN(CCCOc2ccc(Cl)cc2)CC1 | 4&3 | -1&1 | . | . | 2&1 | -1.0&-1.6 | . | -3&1 | 1.3&-1.2 | -8&-4 | -0.3&-1.3
Cc1ccc(C)c(NC(=S)/C(=C(\[O-])c2ccc(OC(F)F)cc2)[n+]2ccccc2)c1 | -7 | 0 | 0.9 | -0.4 | 1 | -0.1 | -4 | -3 | 2.4 | 0 | -0.5
Cc1ccc(C)c(OCc2nc(-c3cccnc3)no2)c1 | -6 | 0 | -0.7 | -1.8 | 9.8* | -1.1 | -1 | 3 | -1.3 | 1 | 1.6
COc1ccc(-c2nc(NC(=O)Cn3c(=O)oc4ccccc43)sc2C)cc1 | 0 | -4 | 4.7* | -0.2 | -3 | -0.2 | -2 | -5 | 3.2 | -4 | 1.9
O=C(CNS(=O)(=O)c1ccccc1)NNC(=O)C(Cl)Cl | -2 | 3 | 1.1 | -0.2 | 2 | -1.3 | -3 | -2 | -0.9 | 8 | 0.0
O=C(COC(=O)C1CCC1)c1c[nH]c2ccccc12 | -1 | -3 | 0.6 | 0.6 | -4 | 0.3 | 2 | -2 | 4.5 | 1 | 0.2
O=C(NCCc1ccc(F)cc1)C1CCN(C(=O)Nc2ccccc2)CC1 | 2 | -1 | 0.4 | 2.2 | -1 | -0.7 | 8.0* | -1 | -0.6 | -3 | 2.3
CCN(CC)c1ncnc2c1cnn2Cc1ccc(Cl)cc1 | 3 | -7 | 1.1 | -1.3 | 2 | -2.1 | -3 | -5 | -2.4 | 5 | -4.8
O=C(O)C1(c2ccccc2)CCC(Nc2ccccc2)C1 (stereo not drawn) | 0 | -5 | -0.1 | 0.6 | 9 | 0.4 | -2 | 2 | 3.5 | 4 | 1.1
Nc1cccc(S(=O)(=O)Nc2ccccc2)c1 | 1 | 10 | 1.3 | 0.1 | 2 | -0.3 | -3 | -4 | -1.4 | -5 | -2.1
CCNC(=O)N1CCNC(=O)C1CC(=O)OC (stereo not drawn) | -5 | 6 | 1.8 | 0.0 | 6 | -0.4 | -3 | -2 | -1.1 | -4 | 2.1
Cc1c(C(=O)O)cc(C(C)(C)C)n1CCSCCO | 9 | -4 | 6.8* | 0.0 | -1 | -1.3 | -1 | -3 | -1.3 | -4 | 1.2
Cc1cc(Cl)ccc1C(=O)C1CCCN(C(=O)CN2CCOC2=O)C1 (stereo not drawn) | 2 | -8 | 0.3 | -0.8 | -2 | -1.3 | -4 | -5 | -2.1 | 6 | -1.4
Cc1ccc(NC(=S)NNC(=O)c2nn(C)cc2Cl)cc1 | -5 | 1 | 1.4 | 2.5 | 3 | -0.2 | -1 | 7 | 1.5 | 14 | 4.0
NS(=O)(=O)c1ccc(Cl)c(S(N)(=O)=O)c1 | 1 | -3 | -0.2 | -0.6 | 2 | -0.6 | -1 | 1 | -0.2 | 4&0 | 0.6
Cc1cc(C)nc(NS(=O)(=O)c2ccc(NC(=O)Cc3ccccc3)cc2)n1 | -2 | 5 | 1.1 | 0.7 | -2 | -1.0 | -1 | 0 | -0.2 | 1 | 1.1
Cc1ccc(F)cc1NC(=O)C1CC(=O)N(CCc2ccccc2)C1 (stereo not drawn) | -7 | -3 | 2.1 | 0.6 | 0 | -0.5 | -3 | -3 | -0.4 | -3 | -1.4
COc1cc(/C=C/C(=O)OCC(=O)c2ccc(S(=O)(=O)N3CCCCC3)cc2)cc(OC)c1OC | -1 | -7 | -0.1 | 1.9 | -3 | -1.3 | 0 | -2 | -0.2 | 18* | 2.8
C/C(=C\C=C\c1ccccc1)C(=O)c1c(C)cc(C)[nH]c1=O | 2 | 7 | 0.8 | 0.1 | 6 | -0.1 | -2 | 3 | -0.6 | 6 | -1.2
CCOc1ccccc1CNC(=O)CCCn1ccc2cc(S(=O)(=O)N3CCCC3)ccc21 | 0 | -6 | 1.2 | -4.6 | 1 | -1.7 | -4 | -1 | -1.4 | 6 | -2.8
O=c1c2c3c(sc2nc(NCCOCCO)n1Cc1ccco1)CCCCC3 | 1 | -7 | 2.4 | -0.5 | 1 | -1.5 | 0 | -3 | -3.0 | 2 | -1.7
CCCNC(=O)NC(=O)CSc1nnc(-c2c[nH]c3ccccc23)o1 | -6 | -1 | -0.8 | -0.2 | 4 | -1.3 | -3 | -1 | -1.1 | 1 | -0.4
C=CCN(c1ccc(Cl)cc1)S(=O)(=O)c1cccc(C(=O)OCC(=O)N(C)C)c1 | -6 | -4 | -0.5 | -0.6 | 14* | -1.8 | -5 | 5 | -1.4 | 8 | -0.7
CC(C)(C)c1ccc(S(=O)(=O)N2CCN(C(=O)C3CCC3)CC2)cc1 | -2 | -1 | -0.4 | 0.7 | 9 | -0.6 | -2 | 1 | -0.5 | 5 | 0.6
C[C@H]1COC(=O)[C@H](NC(=O)OCC2c3ccccc3-c3ccccc32)C/C=C\C[C@H](CC(=O)N(CCO)Cc2ccccc2)C(=O)N1 | 4 | -2 | -0.3 | 1.1 | 4 | -0.8 | -3 | 6 | -1.8 | 4 | -1.2
CCOc1cc2c(cc1OCC)C(c1ccc(OC)c(OC)c1)N(c1ccc(C(=O)O)cc1)C(=O)C2 (stereo not drawn) | -3 | -4 | 1.8 | 0.2 | 1 | -1.5 | -2 | 0 | -1.2 | 0 | 1.2
Cc1ccc(S(=O)(=O)N2CCN(C(=O)COC(=O)c3cccnc3Cl)CC2)c(C)c1 | -7 | -6 | 0.8 | 0.5 | 2 | -1.5 | -2 | -5 | -0.3 | -4 | 0.2
O=[N+]([O-])c1ncccc1OCc1ccc(-c2ccccc2)cc1 | -2 | -1 | -0.7 | -0.5 | 3 | -1.2 | 4 | 3 | 1.3 | 3 | 3.5
CCn1c(SCC(=O)NCc2ccccc2)nnc1-c1cccnc1 | 5 | 2 | 0.9 | -0.2 | 3 | -1.2 | -5 | 2 | -0.7 | -3 | -5.1
NC(=O)c1ccc(NC(=O)c2cc(S(=O)(=O)N3CCCCC3)ccc2N2CCOCC2)cc1 | -4 | -9 | 0.9 | 0.7 | -2 | -0.7 | -5 | -5 | -0.4 | 0 | -2.7
N#CC(C#N)C(c1ccsc1)c1c(-c2ccccc2)[nH][nH]c1=O (stereo not drawn) | -6 | -4 | -0.4 | -0.3 | -3 | 0.3 | -1 | -1 | 3.9 | -4 | -1.3
c1ccc2c(c1)CCCN2Cc1nnnn1C1CCCC1 | -5 | -21 | -0.3 | -0.1 | -19 | -0.6 | 2 | -5 | 2.8 | 2 | 2.2
COc1ccc(OC)c(NC(=O)[C@H]2CC=CC[C@H]2C(=O)O)c1 | 1 | 1 | 0.2 | -0.1 | 3 | -1.2 | 3 | 1 | 1.0 | -4 | -1.1
COc1ccc(Cl)cc1NC(=S)NC1CCCC1 | 0 | -3 | -0.6 | 0.1 | -1 | -1.0 | 0 | -3 | -0.2 | -6 | -1.1
CN(CC(=O)Nc1ccc(Cl)c(C(F)(F)F)c1)Cc1cc(=O)n2ccsc2n1 | -2 | -9 | 0.0 | -0.5 | -3 | -2.1 | -1 | 1 | -1.9 | 4 | -2.1
COc1ccc(Nc2nc(S(=O)(=O)c3ccc(C)cc3)c(Cl)s2)cc1 | 3 | 0 | -0.3 | -2.1 | -84 | -2.9 | -3 | 7 | -3.3 | -2 | -2.9
